AMPAR-TARP mod: GluA2-stargazin AMPA receptor complex modulation; HEK293 GluA2+stargazin, membrane potential dye (FDSS), glutamate EC50; hits were called plate by plate, in both directions; calls only at 30 µM; AID 1259245; 40,000 compounds, 3.5% hits; O88602+P19491;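 active = any of four per-well response measures lying three or more SD from its plate-wide compound average, in either direction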
Target sequence (O88602 whole entry, looked up): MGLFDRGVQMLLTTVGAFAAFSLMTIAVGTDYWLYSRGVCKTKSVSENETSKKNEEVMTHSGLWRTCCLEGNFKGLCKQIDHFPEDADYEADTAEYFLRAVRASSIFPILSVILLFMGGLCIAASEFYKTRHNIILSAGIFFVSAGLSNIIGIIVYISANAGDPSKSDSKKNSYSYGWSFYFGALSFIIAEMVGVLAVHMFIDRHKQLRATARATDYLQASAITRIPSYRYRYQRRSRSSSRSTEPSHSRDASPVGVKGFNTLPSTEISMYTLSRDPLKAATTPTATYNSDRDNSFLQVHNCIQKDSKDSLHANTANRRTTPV
Target sequence (P19491 whole entry, looked up): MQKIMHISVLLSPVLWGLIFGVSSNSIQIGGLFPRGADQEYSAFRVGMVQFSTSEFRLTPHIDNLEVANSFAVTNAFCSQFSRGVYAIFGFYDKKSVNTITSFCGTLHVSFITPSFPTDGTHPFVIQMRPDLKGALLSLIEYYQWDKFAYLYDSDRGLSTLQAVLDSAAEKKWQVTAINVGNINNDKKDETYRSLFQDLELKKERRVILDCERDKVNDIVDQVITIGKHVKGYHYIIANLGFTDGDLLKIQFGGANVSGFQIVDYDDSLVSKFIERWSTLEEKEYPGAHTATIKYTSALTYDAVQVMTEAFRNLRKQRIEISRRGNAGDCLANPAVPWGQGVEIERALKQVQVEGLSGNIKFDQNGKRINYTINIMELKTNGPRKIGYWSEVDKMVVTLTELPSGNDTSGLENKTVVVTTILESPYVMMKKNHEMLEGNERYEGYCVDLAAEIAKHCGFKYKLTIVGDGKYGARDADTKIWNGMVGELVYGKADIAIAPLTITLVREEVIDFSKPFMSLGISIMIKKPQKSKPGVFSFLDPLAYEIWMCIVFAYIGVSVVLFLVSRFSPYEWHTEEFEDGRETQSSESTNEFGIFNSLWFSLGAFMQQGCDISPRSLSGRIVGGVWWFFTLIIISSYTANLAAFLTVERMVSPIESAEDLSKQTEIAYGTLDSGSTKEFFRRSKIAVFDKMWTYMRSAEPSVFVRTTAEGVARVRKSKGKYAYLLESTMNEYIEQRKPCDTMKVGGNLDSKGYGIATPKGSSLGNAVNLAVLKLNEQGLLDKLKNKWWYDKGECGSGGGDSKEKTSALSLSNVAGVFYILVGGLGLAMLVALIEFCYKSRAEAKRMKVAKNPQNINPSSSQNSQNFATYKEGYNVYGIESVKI
AMPAR-TARP mod agonism max-min: second read-out of AMPAR-TARP mod, no call of its own (marks repeat the call); compound max-min signal; compound-alone response (agonism);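 unitless range of fluorescence divided by baseline over first 100 seconds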
AMPAR-TARP mod glutamate slope: second read-out of AMPAR-TARP mod, no call of its own (marks repeat the call); glutamate slope, % of max; measured here: glutamate response slope, % max;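 scaled per plate between vehicle wells and maximal 1 mM glutamate control wells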
An asterisk follows results filed as active; i = inactive; + = active, no number.

AMPAR-TARP mod	AMPAR-TARP mod agonism max-min	AMPAR-TARP mod glutamate slope	Structure
+	0.14*	54*	CCCCN1CC(c2nc3ccccc3n2CCOc2ccccc2OC)CC1=O (stereo not given)
i	0.15	41	O=C(CCc1csc(NC(=O)c2ccc[nH]c2=O)n1)NCCC1=CCCCC1
i	0.11	67	COc1ccc(CC(=O)Nc2cc(C3CC3)nn2-c2nc(C)cc(=O)[nH]2)cc1OC
i	0.072	42	CSc1cccc2sc(NC(=O)c3cc(C)no3)nc12
i	0.12	88	CCOc1ccc(-n2c(C)c(C)n3c4c(=O)n(CC)c(=O)n(C)c4nc23)cc1
i	0.098	46	CC(O)(CNC(=O)c1ccc(Br)o1)c1ccc2c(c1)OCO2 (stereo not given)
i	0.13	69	Cn1c(=O)[nH]c(=O)c2c1nc(N1CCN(c3ccccc3)CC1)n2CCCc1ccccc1
i	0.098	56	COc1ccc(S(=O)(=O)Nc2cccc(N3CCCC3=O)c2)cc1F
i	0.12	28	CCc1nnc2ccc(N3CCN(S(=O)(=O)c4cccc(Cl)c4Cl)CC3)nn12
i	0.12	75	CC1CCN(C(=O)c2cc(N3C(=O)C(C)(C)CS3(=O)=O)ccc2Cl)CC1
i	0.045	61	COC(=O)Cn1c(=O)c2c(nc3n(-c4cc(OC)ccc4OC)c(-c4ccccc4)cn23)n(C)c1=O
i	0.11	55	Cc1csc(NC(=O)C2CCN(c3ccc(-c4ccccc4C)nn3)CC2)n1
i	0.088	61	O=C(CCc1csc(NC(=O)c2ccccc2)n1)NCCc1ccc(F)cc1
i	0.033	56	O=C(NCc1ccc2c(c1)OCO2)C(=O)NCC1CCN(C2CCCC2)CC1
i	0.029	50	CC(NC(=O)C(=O)Nc1c2c(nn1C(C)(C)C)CSC2)c1ccccc1 (stereo not given)
i	0.061	60	O=C(c1ccc(S(=O)(=O)N2CCOCC2)o1)N1CCc2ccccc2C1
i	0.1	51	Cc1cc(NC(=O)C(=O)NCCc2csc3nc(-c4ccccc4F)nn23)no1
i	0.13	74	CN(Cc1ccccc1)S(=O)(=O)c1ccc(-c2nc(C#N)c(N3CCCCC3)o2)cc1
i	0.09	64	Cc1ccc(N(C)S(=O)(=O)c2ccsc2-c2nc(-c3ccc(F)cc3)no2)cc1
i	0.078	48	COc1ccc(S(=O)(=O)Nc2ccc(OC)c(N3CCCC3=O)c2)cc1
i	0.056	32	COc1ccc(-c2ccc(=O)n(CCCC(=O)Nc3nccs3)n2)cc1OC
i	0.071	57	O=C(C1CCCC1)N1CCc2ccc(NS(=O)(=O)c3ccccc3Cl)cc21
i	0.38	43	O=C(c1ccc2c(c1)OCO2)N1CCN(c2ccc(Nc3cccnc3)nn2)CC1
i	0.17	61	COc1cc(C(=O)Nc2ccc3c(c2)N(C(=O)C2CC2)CC3)cc(OC)c1OC
i	0.11	60	CCNc1cc(C)nc(NCCNS(=O)(=O)c2ccc3c(c2)OCCO3)n1
i	0.1	63	COc1cc(C)c(C)cc1S(=O)(=O)NCC1(O)CCCC1
i	0.18	65	Cc1cc(N2CCCCC2)nc(NCCNS(=O)(=O)N(C)C)n1
i	0.078	47	COc1ccc(S(=O)(=O)N2CCC(C(=O)Nc3c4c(nn3C)CCC4)CC2)cc1
i	0.087	60	COc1ccc(Cl)cc1NC(=O)C1CN(C(C)=O)C1
i	0.11	85	O=C(CCCCCn1c(=S)[nH]c2ccccc2c1=O)NCCCN1CCOCC1

Exported field by field: entries from further up
> Cn1c(=O)[nH]c(=O)c2c1nc(N1CCN(c3ccccc3)CC1)n2CCCc1ccccc1
  AMPAR-TARP mod: i; AMPAR-TARP mod agonism max-min: 0.13; AMPAR-TARP mod glutamate slope: 69
> O=C(c1ccc(S(=O)(=O)N2CCOCC2)o1)N1CCc2ccccc2C1
  AMPAR-TARP mod: i; AMPAR-TARP mod agonism max-min: 0.061; AMPAR-TARP mod glutamate slope: 60
> CSc1cccc2sc(NC(=O)c3cc(C)no3)nc12
  AMPAR-TARP mod: i; AMPAR-TARP mod agonism max-min: 0.072; AMPAR-TARP mod glutamate slope: 42
> COc1ccc(Cl)cc1NC(=O)C1CN(C(C)=O)C1
  AMPAR-TARP mod: i; AMPAR-TARP mod agonism max-min: 0.087; AMPAR-TARP mod glutamate slope: 60

(list continues)
AMPAR-TARP mod	AMPAR-TARP mod agonism max-min	AMPAR-TARP mod glutamate slope	Structure
i	0.11	52	COc1ccc(N2CCN(C(CNS(=O)(=O)c3ccc(F)cc3)c3cccnc3)CC2)cc1 (stereo not given)
i	0.088	52	O=c1nc(SCc2ccc([N+](=O)[O-])cc2)c2c(n1CCCO)CCC2
i	0.089	58	CC(C)(C)c1ccc(C(=O)NCCOc2ccccc2)cc1
i	0.077	50	COc1ccc(S(=O)(=O)CCC(=O)Nc2nnc(-c3cc(C)n(C)n3)o2)cc1
i	0.077	89	COCCn1c(SCc2ccc(OC(F)(F)F)cc2)nc2cc(C(=O)OC)ccc2c1=O
i	0.094	41	COC(=O)c1sc2ccccc2c1NC(=O)c1ccn(C)n1
i	0.077	43	O=C(Nc1cnn(Cc2ccc(F)cc2)c1)c1cnn2c(C(F)F)cc(-c3ccccc3)nc12
i	0.086	43	COc1ccc(CCNS(=O)(=O)c2ccccc2F)cc1OC
i	0.22	43	Cc1ccccc1NC(=O)NCCNc1ccc(Nc2ccccn2)nn1
i	0.081	40	COc1ccc(CCNC(=O)CCc2sc(C)nc2-c2cccs2)cc1OC
i	0.12	63	COc1ccc(S(=O)(=O)CCC(=O)Nc2cccc(-c3nc4ccccc4o3)c2)cc1
i	0.094	55	CSCCC(C)(O)CNS(=O)(=O)c1ccccc1 (stereo not given)
i	0.044	36	CCCCOc1ccc(C(=O)N2CCN(c3ncnc4c3nnn4-c3cccc(OC)c3)CC2)cc1
i	0.15	65	O=C(NCC1CCN(C2CCCC2)CC1)NC(c1ccccc1)c1ccccc1
i	0.073	59	O=C(NCc1ccccc1)C1CCN(Cc2nncn2-c2ccccc2F)CC1

Taken from above:
AMPAR-TARP mod glutamate slope, COc1ccc(S(=O)(=O)CCC(=O)Nc2cccc(-c3nc4ccccc4o3)c2)cc1 is entered as 63
AMPAR-TARP mod agonism max-min, COc1ccc(CCNC(=O)CCc2sc(C)nc2-c2cccs2)cc1OC is entered as 0.081
AMPAR-TARP mod agonism max-min, COC(=O)c1sc2ccccc2c1NC(=O)c1ccn(C)n1 is entered as 0.094
AMPAR-TARP mod glutamate slope, CCCCOc1ccc(C(=O)N2CCN(c3ncnc4c3nnn4-c3cccc(OC)c3)CC2)cc1 is entered as 36

Continued.
AMPAR-TARP mod	AMPAR-TARP mod agonism max-min	AMPAR-TARP mod glutamate slope	Structure
i	0.079	66	Cc1sc(NC(=O)CCCS(=O)(=O)c2ccc(F)cc2)c(C#N)c1C
i	0.09	57	CCOC(=O)N1CCN(S(=O)(=O)CCCOc2ccc3c(c2)OCO3)CC1
i	0.083	61	COc1cccc(CNC(=O)C(=O)NCCC2CCCCN2S(=O)(=O)c2ccc(F)cc2C)c1 (stereo not given)
i	0.097	65	Cc1ccc(-c2c(NCc3ccccc3)oc3c2c(=O)n(C)c(=O)n3C)cc1
i	0.039	45	COc1ccc(NC(=O)c2ccc(Br)o2)cc1N1CCCCC1=O
i	0.045	36	COc1ccc(-c2cc(C(F)F)n3ncc(C(=O)N4CCC(=O)C5CCCCC54)c3n2)cc1 (stereo not given)
i	0.12	64	O=C(c1ccc([N+](=O)[O-])o1)N1CCC(Cn2cnc3ccccc32)CC1
i	0.1	59	Cn1nc(C2CCN(C(=O)Nc3cccs3)CC2)n(-c2ccccc2)c1=O
i	0.094	53	Cc1ccc(-n2cc(C(=O)NCc3cccs3)nn2)cc1C
i	0.094	67	CCCCN(C)CCNC(=O)C(=O)c1c[nH]c2ccccc12
i	0.12	71	O=C(c1cc2ccccc2oc1=O)N1CCN(c2ncnc3c2nnn3-c2ccc(Cl)cc2)CC1
i	0.11	48	COc1ccc(-c2c(C)nn(C)c2N)cc1OC
i	0.11	68	CCc1ccc(N2CCCCn3c2nc2c3c(=O)n(CC(C)C)c(=O)n2C)cc1
i	0.099	59	O=C(NCc1ccco1)C(=O)Nc1ccon1
i	0.12	88	CN(C)C(CNC(=O)C(=O)Nc1ccc(F)c([N+](=O)[O-])c1)c1ccco1 (stereo not given)
i	0.08	88	CC(O)CNC(=O)C(=O)Nc1c2c(nn1-c1cccc(Cl)c1)CS(=O)(=O)C2 (stereo not given)
i	0.15	47	CCOC(=O)CCC(=O)Nc1ccc2c(c1)N(C(=O)c1ccco1)CC2
i	0.17	54	Cc1ccc([N+](=O)[O-])cc1NC(=O)C(=O)NCCN(C)C
i	0.06	39	COC(=O)c1ccc(NC(=O)CCCn2nc(-c3cccc(OC)c3)ccc2=O)cc1
i	0.1	51	O=C(COc1ccccc1F)N(Cc1ccccn1)Cc1ccco1
i	0.064	49	CCS(=O)(=O)c1ccc(CC(=O)Nc2nc3c(s2)CCc2ccccc2-3)cc1
i	0.1	57	Cc1ccc(NC(=O)CCc2csc(NC(=O)c3ccc(Cl)cc3)n2)cc1C
i	0.07	40	COc1ccc(-n2c(C)cn3c4c(=O)n(Cc5ccc(C)cc5)c(=O)n(C)c4nc23)cc1
i	0.073	62	CCOC(=O)Cn1c(=O)c2c(nc(-n3nc(CC)cc3CC)n2C(C)C)n(C)c1=O
i	0.18	76	C#CCn1c(=O)c2c(N3CCN(C(=O)c4ccco4)CC3)ccnc2n(C)c1=O
i	0.099	51	CCOc1ccc(-c2cc(-c3nc(-c4ccccc4C)no3)[nH]n2)cc1
i	0.082	65	CCOC(=O)N1CCN(C(=O)Cc2csc(Nc3ccccc3)n2)CC1
i	0.033	70	CCN(Cc1ccccc1)C(=O)CN1C(=O)N(c2ccc(C)cc2)S(=O)(=O)c2ccccc21
i	0.049	44	CCOc1ccc(CC(=O)NCCS(=O)(=O)N2CCN(c3ccccn3)CC2)cc1
i	0.095	33	COc1ccc(N2CCCn3c2nc2c3c(=O)n(Cc3ccc(Br)cc3)c(=O)n2C)cc1

Four records drawn at random from those above:
AMPAR-TARP mod	AMPAR-TARP mod agonism max-min	AMPAR-TARP mod glutamate slope	Structure
i	0.11	55	Cc1csc(NC(=O)C2CCN(c3ccc(-c4ccccc4C)nn3)CC2)n1
i	0.11	48	COc1ccc(-c2c(C)nn(C)c2N)cc1OC
i	0.088	61	O=C(CCc1csc(NC(=O)c2ccccc2)n1)NCCc1ccc(F)cc1
i	0.11	68	CCc1ccc(N2CCCCn3c2nc2c3c(=O)n(CC(C)C)c(=O)n2C)cc1

Only AMPAR-TARP mod and AMPAR-TARP mod agonism max-min, for 3 of the compounds above:
smiles	AMPAR-TARP mod	AMPAR-TARP mod agonism max-min
COc1ccc(N2CCCn3c2nc2c3c(=O)n(Cc3ccc(Br)cc3)c(=O)n2C)cc1	i	0.095
CCOC(=O)N1CCN(C(=O)Cc2csc(Nc3ccccc3)n2)CC1	i	0.082
CCOc1ccc(-c2cc(-c3nc(-c4ccccc4C)no3)[nH]n2)cc1	i	0.099

Next entries follow:
AMPAR-TARP mod	AMPAR-TARP mod agonism max-min	AMPAR-TARP mod glutamate slope	Structure
i	0.057	45	CC(C)c1ccc(S(=O)(=O)N2CCN(C(=O)c3ccccc3F)CC2)cc1
i	0.037	37	COc1ccc(NC(=O)Cn2cc(-c3nc(-c4cccc(F)c4)no3)c(=O)c3ccc(C)nc32)cc1
i	0.14	59	COCCNc1oc2c(c1-c1ccc(OC)c(OC)c1)c(=O)oc1ccccc12
i	0.063	53	O=C(CSc1nc(=O)n(CC2CCCO2)c2c1CCC2)Nc1cccc2ccccc12 (stereo not given)
i	0.048	58	O=C(NCC1CCN(C(=O)Nc2ccc(F)cc2)CC1)c1ccccc1Cl
i	0.077	53	COC(=O)c1ccccc1SC1CC(=O)N(c2sccc2C(=O)OC)C1=O (stereo not given)
i	0.066	67	COc1cccc(CNC(=O)C(=O)NCCC2CCCCN2S(=O)(=O)c2cc(C)ccc2C)c1 (stereo not given)
i	0.051	56	COc1ccc2cc(CNc3ccccc3)c(=O)n(CC(=O)Nc3cc(C)ccc3C)c2c1
i	0.12	61	Cc1ccc(S(=O)(=O)N2CCN(c3c(C)cccc3C)CC2)cc1
i	0.11	63	COc1cccc(NC(=O)N2CCN(c3cc(OC)nc(OC)n3)CC2)c1
i	0.12	63	COc1ccc(C(=O)/C=C/c2ccccc2F)c(OC)c1
i	0.073	52	O=C(NC1CCCCC1)C(=O)N1CCN(Cc2ccc3c(c2)OCO3)CC1
i	0.1	60	O=C(NCCC1=CCCCC1)C(=O)NCCc1c[nH]c2ccccc12
i	0.031	49	C=CCn1c(C2CC(=O)N(CCc3ccccc3)C2)nc2ccccc21 (stereo not given)
i	0.14	39	O=C(Nc1nnc(-c2ccc(Br)s2)o1)c1cccc(F)c1
i	0.087	64	O=S(=O)(Cc1ccccc1)N1CCN(Cc2nnnn2-c2cccc(F)c2)CC1
i	0.073	82	CCN1CCc2c(OCC(=O)N3N=C(c4cccs4)CC3c3ccc(F)cc3)cccc2C1=O (stereo not given)
i	0.12	59	CC(C)NC(=O)CCc1csc(NC(=O)c2ccccc2)n1
i	0.081	60	CNC(=O)C(=O)NCC(c1cccn1C)N1CCOCC1 (stereo not given)
i	0.091	53	COc1ccccc1NC(=O)CCCSc1ccc(NC(=O)C2CC2)nn1
i	0.085	51	C#CC1(OCC(O)CN2CCOCC2)CCCCC1 (stereo not given)
i	0.14	65	O=S(=O)(c1ccc(Cl)s1)N1CCN(Cc2nc(-c3ccco3)cs2)CC1
i	0.089	40	COc1ccc(Cl)cc1NC(=O)CSC1=NC(C)(C)Nc2ccccc21
i	0.091	61	COc1ccc(-c2csc(NC(=O)Cc3ccc(S(C)(=O)=O)cc3)n2)cc1C
i	0.066	54	CCn1nc(C(=O)NCc2csc(-c3ccccc3)n2)ccc1=O
i	0.11	61	O=S(=O)(NCc1cccc(Oc2ccc(F)cc2)c1)c1cccnc1
i	0.09	66	COc1ccc2sc(N3CCCC3)nc2c1
i	0.14	57	Cn1nc(CNC(=O)c2cc3ccccc3o2)c2ccccc2c1=O

The list is partial; count on the stated rates, not on these rows.
